hgDAF12 agonist: hgDAF-12 agonism, primary luciferase screen; activation, % at 6.8 µM; 370,000 compounds, 1.8% hits; AID 687014; HEK293 GAL4-hgDAF12 UAS-luciferase reporter, agonist luminescence; normalized to butyrate control;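 active = activation above a cutoff set at the mean of all screened compounds plus 3 SD, cut at about 10% in these data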;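 note: 0% = DMSO wells and 100% = sodium butyrate wells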
PLCb3 inh: blocks human PLC-beta3 enzyme activity; Purified PLC-beta3, fluorogenic substrate, fluorescence; inhibition, % at 12.2 µM; 370,000 compounds, 0.18% hits; AID 720704; in the data active = inhibition above about 11%;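 note: 0% = median of compound wells on plate and 100% = full blocker control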
hcDAF12 agonist: activates DAF-12 receptor from parasite H. contortus | HEK293 hcDAF-12 lit1-tk-luc reporter, luminescence; 0% DMSO, 100% Δ7-dafachronic acid | activation, % at 6.8 µM | 370,000 compounds, 1.4% hits | AID 652067;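 active = activation above the mean of all tested compounds plus 3 SD, cut at about 5.5% in these data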;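 note: 100% = response to 3 µM Δ7-dafachronic acid high control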
ADAM10 inh: ADAM10 inhibition, QFRET primary screen; 370,000 compounds, 0.62% hits; inhibition, % at 7 µM; O14672; AID 720582; recombinant ADAM10, EDANS/DABCYL FRET peptide cleavage, 3 h;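 active = inhibition above a per-campaign cutoff equal to the mean of compounds falling between control-based bounds plus 3 SD, cut at about 20% in these data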;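 note: 0% = DMSO wells while the 100% control is not disclosed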
Target sequence (O14672 214-748 limits assumed): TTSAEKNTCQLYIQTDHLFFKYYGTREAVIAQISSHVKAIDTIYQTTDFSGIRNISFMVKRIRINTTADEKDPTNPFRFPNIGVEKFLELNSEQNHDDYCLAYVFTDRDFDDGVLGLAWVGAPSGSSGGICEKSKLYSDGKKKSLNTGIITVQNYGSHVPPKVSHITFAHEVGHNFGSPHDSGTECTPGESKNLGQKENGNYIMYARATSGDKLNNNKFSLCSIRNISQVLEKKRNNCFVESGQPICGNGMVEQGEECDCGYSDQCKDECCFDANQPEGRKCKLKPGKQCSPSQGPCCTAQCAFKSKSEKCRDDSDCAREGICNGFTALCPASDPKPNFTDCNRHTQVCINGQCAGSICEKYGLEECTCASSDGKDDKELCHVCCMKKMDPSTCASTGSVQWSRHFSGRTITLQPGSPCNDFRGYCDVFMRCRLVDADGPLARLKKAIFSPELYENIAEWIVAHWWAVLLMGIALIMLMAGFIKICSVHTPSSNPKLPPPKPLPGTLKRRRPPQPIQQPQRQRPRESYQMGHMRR
PLCg1 inh: PLC-gamma1 (human) inhibition, primary screen; inhibition, % at 12.2 µM; purified PLC-gamma1, fluorogenic substrate, fluorescence; 370,000 compounds, 0.84% hits; AID 720700; in the data active = inhibition above about 9.5%
HGIII-sPLA2 inh: Blocks human group III sPLA2 activity | Q9NZ20 | QFRET BODIPY PC-A2 liposome hydrolysis, fluorescence | inhibition, % at 12.2 µM | 370,000 compounds, 0.56% hits | AID 743126;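 active = inhibition above mean plus 3 SD of compounds lying within the high and low control bounds, cut at about 19% in these data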;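 note: 0% = median of test compound wells and 100% = no enzyme DMSO wells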
Target sequence (Q9NZ20 whole entry, looked up): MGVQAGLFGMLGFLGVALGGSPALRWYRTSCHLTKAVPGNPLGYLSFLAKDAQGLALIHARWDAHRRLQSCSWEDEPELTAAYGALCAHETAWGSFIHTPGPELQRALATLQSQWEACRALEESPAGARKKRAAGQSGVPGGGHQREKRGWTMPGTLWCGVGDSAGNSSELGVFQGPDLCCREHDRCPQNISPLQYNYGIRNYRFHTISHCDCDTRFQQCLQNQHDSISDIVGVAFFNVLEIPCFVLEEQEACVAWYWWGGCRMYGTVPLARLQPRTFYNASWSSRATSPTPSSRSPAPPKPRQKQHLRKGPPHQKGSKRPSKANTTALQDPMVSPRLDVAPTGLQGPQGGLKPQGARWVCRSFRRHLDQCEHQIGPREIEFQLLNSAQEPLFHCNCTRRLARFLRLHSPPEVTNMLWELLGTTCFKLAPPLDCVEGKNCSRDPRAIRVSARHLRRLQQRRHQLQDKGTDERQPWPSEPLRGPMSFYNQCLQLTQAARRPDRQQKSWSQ
DAX1 inh-1: blocks DAX1 repression of SF-1 activated StAR promoter | HEK293T StAR-luciferase reporter, SF-1/DAX-1 repression relief | inhibition, % at 6.8 µM | 370,000 compounds, 1.1% hits | AID 652010;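 active = inhibition above the mean over all tested compounds plus 3 SD, cut at about 3.6% in these data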;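 note: 0% = DAX-1 cells with DMSO and 100% = cells lacking DAX-1 with DMSO; higher inhibition means more luminescence from relief of DAX-1 repression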
DAX1 inh-2: inhibitors of human orphan nuclear receptor DAX1 (NR0B1); AID 504766; P51843; 340,000 compounds, 0.99% hits; inhibition, % at 6.75 µM; HEK293 Gal4-DAX1 luciferase reporter, luminescence;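 active = inhibition above the mean over all tested compounds plus 3 SD, cut at about 4.2% in these data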;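 note: 0% = DAX1-transfected cells with DMSO and 100% = empty-vector control cells with DMSO; inhibition shows as a rise in luminescence from relieved DAX1 repression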
FXN GAA850 act: activators of GAA850 frataxin (FXN) promoter; HEK293 lucGAA850 FXN promoter luciferase reporter, 24 h; percent of 10 µM SAHA response; activation, % at 6 µM; 360,000 compounds, 0.56% hits; AID 540364;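 active = activation above the average of all compounds screened plus 3 SD, cutoff fixed separately per campaign, cut at about 7.5% in these data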;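 note: 0% = DMSO wells and 100% = 10 µM SAHA wells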
ADAM17 inh: ADAM17 inhibition, QFRET primary screen. P78536. 370,000 compounds, 0.83% hits. inhibition, % at 6.95 µM. recombinant ADAM17, EDANS/DABCYL FRET peptide cleavage;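 active = inhibition above the mean of compounds lying between control limits plus 3 SD, set per campaign, cut at about 8.5% in these data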;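 note: 0% = DMSO-only wells as the low control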
ssDAF12 agonist: activators of S. stercoralis DAF-12 nuclear receptor; HEK293 ssDAF-12/GRIP1 lit1-tk-luc reporter, luminescence; % of 3 µM dafachronic acid response; activation, % at 6.8 µM; 370,000 compounds, 1% hits;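 active = activation above the mean over all tested compounds plus 3 SD, cut at about 0.9% in these data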;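 note: 0% = DMSO-only wells and 100% = 3 µM delta7-dafachronic acid wells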
* = called active by the depositor; . = not tested or not shown.

compound	hcDAF12 agonist	hgDAF12 agonist	DAX1 inh-2	PLCb3 inh	ssDAF12 agonist	PLCg1 inh	ADAM17 inh	HGIII-sPLA2 inh	DAX1 inh-1	FXN GAA850 act	ADAM10 inh
COc1ccc(CCC(C)Nc2cccc(C)c2)cc1 (centres undefined)	0.2	1.7	1.4	2	-0.9	2	1	0	-0.2	-1.1	8
CCN(CC)C(=O)C1=C(C)N(Cc2ccc(C(C)(C)C)cc2)C(=O)C(CC(=O)NCc2cccs2)C1 (centres undefined)	0.1	-0.2	-0.5	1	-0.6	-2	-3	-9	-1.0	-0.2	-4
CC(C)COc1cccc(C(=O)NC(=S)NCc2cccnc2)c1	-0.1	-2.7	-1.1	0	-1.8	0	1	2	-1.2	2.8	1
CC1=C(C(N)=O)S(=O)(=O)c2ccccc21	-0.9	2.2	0.2	-17	-0.8	-7	-3	-7	0.0	-1.1	-13
COc1ccccc1/C=C/c1onc(C)c1S(=O)(=O)N1CCC(C(=O)NC(C)C)CC1	-2.2	1.8	1.6	-4	-1.4	-4	2	-3	-1.0	-2.3	-24
CC(C)(C)OC(=O)N1CCN(C(=O)Nc2ccc3c(c2)OCCO3)CC1	-0.5	4.2	0.9	-6	-1.7	-2	-6	1	0.5	3.2	-1
COc1cccc(-c2csc(N3CCN(CC(=O)NNC(=O)c4ccco4)CC3)n2)c1	-0.2	-2.3	0.6	-3	-1.4	-1	-1	-3	-0.5	1.9	-1
COC(=O)C1=C(C(=O)OC)[C@@H]2N(C)c3ccccc3[C@@]23C[C@@H](C(=O)OC)N(C(=O)c2cccs2)C3=N1	-1.3	0.0	-0.8	0	-1.2	0	-5	5	-0.5	-0.8	-8
O=C(CN1C(=O)C2C3C=CC(C3)C2C1=O)NC1CCCc2ccccc21 (centres undefined)	-0.1	4.4	0.2	1	-1.3	2	-3	-3	0.1	0.5	1
COc1cccc(CN(c2ccccc2C(=O)O)S(=O)(=O)c2ccc(C)cc2)c1	-1.3	0.6	0.3	0	-1.1	1	-6	-9	0.2	0.5	-8
COC(=O)[C@@H]1[C@@H](C#N)C2(c3ccccc3-c3ccccc32)N(c2ccc(Cl)cc2)N1C#N	-0.8	0.1	-1.7	-12	-1.0	-11	-4	-7	-0.8	12*	-5
N#Cc1ccccc1COc1cccc2c1CCCC2O (centres undefined)	-1.7	0.9	0.2	-6	-1.5	2	1	4	-0.4	2.0	-9
Cc1ccccc1CC1(CO)CCCN(C(=O)c2ccccc2Cl)C1 (centres undefined)	0.5	1.3	-1.4	0	-0.8	0	-3	-6	-0.2	1.1	-4
CN1C(=O)CCC2(c3ccccc3)CC=C(O)C=C12 (centres undefined)	-1.2	-0.9	-1.3	3	-0.6	1	-1	16	-0.2	1.9	-11
CC1=C(C(=O)N(C(C)C)C(C)C)CC(CC(=O)NCc2cccs2)C(=O)N1Cc1ccc(F)cc1 (centres undefined)	-0.6	-0.4	.	-4	-1.2	3	-3	5	-0.2	.	-23
Clc1cccc(CNCCCSc2ncccn2)c1Cl	-2.3	-0.2	0.6	-6	-1.4	2	-3	2	1.1	0.7	6
Cc1ccc(N(CC(=O)NC2CCCC2)C(=O)CCC(=O)Nc2nc(C)cs2)cc1	-1.0	-1.6	0.2	-8	-1.1	9.6*	-4	5	-0.1	0.6	3
O=C(Nc1ccc(NS(=O)(=O)c2ccccc2)cc1)c1ccccc1	-0.7	2.6	-1.2	-1	-1.5	2	2	-21	-0.4	0.3	3
CCCCn1c(SCC(=O)N2c3ccccc3CCc3ccccc32)nc2c1c(=O)n(C)c(=O)n2C	-0.3	-0.9	-1.0	3	-1.3	4	-2	9	1.2	-0.6	-7
O=C(NCc1ccc2c(c1)OCO2)c1nnc(Cc2ccc(Cl)cc2)o1	-0.6	3.9	-1.2	2	-1.5	2	1	-7	0.0	2.6	0
COC(=O)C1CCCN1C(=O)COc1ccc(Br)cc1Cl (centres undefined)	0.2	1.2	-1.3	8	-1.1	14*	2	-4	0.1	1.7	7
CCCN(CCC)CCCNC(=O)Cn1cnc2sc(C)c(S(=O)(=O)N3CCOCC3)c2c1=O	-1.9	-0.2	-1.5	-8	-1.4	-2	-3	1	-0.1	0.3	5
CNC(=S)NC1CC2CCCC(C1)N2Cc1ccco1 (centres undefined)	-0.1	0.3	-1.4	1	-1.3	0	-3	5	0.2	-0.2	-6
CC1CC(C)CN(CCCNS(=O)(=O)c2cc3c(cc2Br)CCN3C(=O)C2CC2)C1 (centres undefined)	-1.8	1.6	.	7	-0.7	2	4	-3	1.5	.	2
CCC1CN(C(=O)Nc2ccc(C)cc2)c2cc(C)ccc2O1 (centres undefined)	-0.4	3.1	0.1	-1	-1.3	-2	4	2	1.2	-2.5	11
COCCOCCn1c(/C=C/c2ccccc2)nc2ccccc21	3.1	13*	4.1	-218	0.2	-176	-143	4	6.2*	3.6	-457
CCOC(=O)/C=C/C(=O)OCC(=O)NC(c1ccccc1)c1ccccc1	-2.4	-2.6	-0.6	1	-1.6	0	-2	9	-0.7	5.1	5
CCOC(=O)C1CCN(C(=O)COC(=O)c2cc([N+](=O)[O-])ccc2N2CCOCC2)CC1	-0.7	0.6	0.1	-2	-0.6	8	1	2	0.9	0.8	10
COc1ccc2nc(NC(=O)c3ccc(-n4nc(C)cc4C)cc3)sc2c1	-0.9	0.2	-1.5	-6	-1.1	-3	0	1	-0.2	-1.0	10
COc1cccc(-c2cc(CNC(=O)[C@H]3O[C@@H](n4ccc(=O)[nH]c4=O)[C@H](O)[C@@H]3O)no2)c1	1.1	-1.0	.	2	-0.7	1	-3	-2	-3.5	.	-5

Single entries from above.
HGIII-sPLA2 inh result of `CCOC(=O)C1CCN(C(=O)COC(=O)c2cc([N+](=O)[O-])ccc2N2CCOCC2)CC1` : 2
PLCg1 inh result of `CCC1CN(C(=O)Nc2ccc(C)cc2)c2cc(C)ccc2O1` (centres undefined) : -2

Further compounds:
compound	hcDAF12 agonist	hgDAF12 agonist	DAX1 inh-2	PLCb3 inh	ssDAF12 agonist	PLCg1 inh	ADAM17 inh	HGIII-sPLA2 inh	DAX1 inh-1	FXN GAA850 act	ADAM10 inh
CC1(C)CC(=O)C2=C(C1)Nc1ccccc1NC2c1cc(Cl)ccc1O (centres undefined)	-0.4	-1.4	-0.6	-21	-1.4	-13	1	-1	-1.2	-1.2	1
COCCCNC(=O)CSc1nc2sc(C(=O)OC)c(C)c2c(=O)n1N	-0.1	0.3	3.1	-15	-1.5	-3	-15	8	1.0	2.6	-13
CCC(CC)C(=O)c1c[nH]c(C(=O)O)c1	-1.0	-0.5	0.9	1	-1.4	4	2	3	0.2	1.1	-3
CCC(C)OC(=O)C(C)Oc1ccc(-c2ccccc2)cc1 (centres undefined)	-1.0	1.0	1.0	-1	-0.9	-2	0	-3	-0.6	2.3	2
Cc1cccc(-c2oc3ccccc3c2C#CCCCCO)c1	-0.9	0.6	2.5	-24	-1.8	-13	-18	0	-1.0	4.1	-48
N#Cc1cccc(Oc2ccc(-c3cnc4ccccc4n3)cc2)c1C#N	-2.0	3.7	-1.1	-2	-1.8	-3	-8	-1	1.0	1.5	-9
Cc1ccc(NC(=O)C(c2ccccc2)N2CCN(CC(=O)NC3CC3)CC2)cc1Cl (centres undefined)	0.6	0.3	-0.1	-6	-0.1	1	0	-8	-1.3	-0.5	-1
CCOC(=O)C1(Cc2cccc(OC)c2)CCN(C/C=C/c2ccccc2)CC1	-2.2	0.6	-0.4	-1	-0.6	1	-2	-5	-0.5	-1.8	-6
COc1ccc2oc(C(=O)N3CCN(S(=O)(=O)c4c(C)c(C)cc(C)c4C)CC3)c(C)c2c1	-0.2	-2.5	1.2	-14	-0.8	0	-3	-1	-1.4	-0.1	-12
Cc1ccccc1OC1CCN(C(=O)c2cc(COc3ccccc3)on2)CC1	-0.2	2.1	-0.7	-13	-0.5	-6	4	-16	1.8	1.4	-1
Cc1ccc(C)c(C(C)NC(=O)c2ccncc2)c1 (centres undefined)	-1.4	-2.8	0.2	0	-1.0	-2	0	19	-1.1	0.6	-6
Cc1nnc(SCCn2c(N3CCCCC3)nc3c2c(=O)[nH]c(=O)n3C)s1	0.0	-0.6	-0.1	2	-1.6	0	-3	4	0.1	0.4	-2
O=C(O)c1cc(Cl)n[nH]c1=O	0.4	0.2	.	2	-1.7	2	-2	11	1.1	.	-13
O=C(NCCCNC(=O)c1cccs1)c1cccs1	-2.1	-2.2	1.2	2	-0.9	4	7	9	0.2	2.0	-6
CCOC(=O)Cn1c(=O)oc2cc(S(=O)(=O)NC(C)c3ccccc3)ccc21 (centres undefined)	0.4	-0.5	-0.4	-1	-0.7	-1	0	0	0.7	0.7	-5
CCCS(=O)(=O)NC(=O)C1(C)CCCN(C(=O)c2c(F)ccc(C)c2F)C1 (centres undefined)	0.2	1.1	.	2	-1.4	5	4	3	1.5	1.0	4
COCCCNC(=S)NNC(=O)c1cccnc1	-0.4	0.6	1.9	1	-1.1	-3	-7	4	-0.7	-0.6	0
O=C(Nc1cccs1)Nc1ccc(Br)cc1F	0.5	7.6	-1.3	0	-1.3	-3	4	3	-0.5	-0.3	5
O=C(COC(=O)c1cnccn1)c1ccc(-c2ccccc2)cc1	-0.3	0.0	0.8	-5	-1.0	-2	1	-2	-0.7	2.5	1
COc1cc(OC)c2c(c1O)OC(c1ccccc1)CC2=O (centres undefined)	-0.5	-1.2	-0.4	-18	-1.2	-13	-1	-4	0.3	-1.2	-5
O=C(CSc1nc2ccccc2s1)Nc1ccc2c(c1)OCO2	1.3	0.5	-0.8	-3	-0.7	-1	-2	0	-0.2	4.4	6
Nc1[nH][nH]c(=O)c1N=Nc1cccc(Cl)c1	-0.1	1.5	2.2	11*	-1.7	11*	5	-5	-0.7	-0.3	5
CN(Cc1ccc(-n2cccn2)cc1)C(=O)c1cnn2c1NC(c1ccco1)CC2C(F)(F)F (centres undefined)	-2.9	-1.2	-0.2	-5	-1.6	-5	-1	-15	-0.5	-3.0	-5
Cc1ccc(S(=O)(=O)N2CCN(C(=O)c3ccc(S(=O)(=O)N4CCCC4)cc3)CC2)cc1	-0.3	-2.4	1.4	2	-1.5	-1	-2	4	-0.1	0.9	6
CCCc1nc2oc3ccccc3c(=O)c2c(=O)n1CCCOC	-1.1	-2.6	-0.6	-5	-0.7	2	-1	3	0.5	-1.8	-1
CCOC(=O)C1CCN(Cc2cccc(Oc3ccccc3)c2)CC1	-1.1	-1.4	-0.5	-5	-0.6	0	-2	1	-0.2	0.7	0

Source: PubChem (The Scripps Research Institute Molecular Screening Center)
